Compound activity (PubChem)
POLK inh: qHTS for Inhibitors of Polymerase Kappa; AID 588579, 2011; actives 0.53% (n = 400,000); purified Pol kappa, fluorescent DNA synthesis assay, 10 min; DNA polymerase kappa (Homo sapiens), Q9UBT6; Potency, µM (top dose mostly 107 µM), for inactives: at the highest dose activity, negative = inhibition, most hits filed as inhibitors; also: potency is read from the fitted curve at half-maximal effect; % is scaled to controls: 0 for no effect and ±100 for the full control effect
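First, compounds were pin-transferred onto 10 nM Pol kappa. After 15 min at room temperature, substrate was added to 50 nM final. Fluorescence was then measured kinetically at 0 and 10 min.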
APE1 inh: qHTS Assay for Inhibitors of the Human Apurinic/apyrimidinic Endonuclease 1 (APE1); actives 0.35% (n = 350,000); recombinant APE1, TAMRA/BHQ-2 abasic DNA cleavage fluorescence; Potency, µM (titrated, usually from 65.8 µM), for inactives: at the top dose activity change, negative = inhibition, actives largely listed as inhibitors;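 also: potency is read from the fitted curve at half-maximal effect; plate controls were vehicle for no effect and reference inhibitor for full effect; nearly all actives have a fitted effect of over 55% in size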
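Incision of a quenched TAMRA/BHQ-2 THF abasic-site duplex (50 nM) by 0.75 nM APE1, after 15 min compound preincubation, measured as fluorescence increase over three 60 s reads. Values normalized to buffer, DMSO and NSC13755 control wells.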
Pol eta inh: qHTS for Inhibitors of Polymerase Eta | Potency, µM (highest dose often 114 µM), for the others: top-dose activity change, negative = inhibition, usual class: inhibitors | AID 588591, 2011 | recombinant Pol eta, fluorescent DNA replication assay | actives 1.2% (n = 390,000) | DNA polymerase eta (Homo sapiens), Q9Y253; also: potency is read from the fitted curve at half-maximal effect; % is scaled to controls: 0 for no effect and ±100 for the full control effect
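Fluorescent replication assay: 50 nM final substrate added after a 15 min room-temperature compound preincubation with 10 nM enzyme. Signal taken at 0 min and again at 10 min.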
ERG-DNA inh: qHTS for Small Molecule Inhibitors of the ERG Ets/DNA interaction | Potency, µM (highest dose often 76.9 µM), inactives show top-dose FP activity, negative = inhibition, usual class: inhibitors | fluorescence polarization, His-ERG Ets domain / labelled DNA | actives 0.028% (n = 370,000) | AID 624246, 2012; active = well fitted inhibition curve with a large enough effect in the polarisation, with a control signal flat; inconclusive = small, poorly fitted or top-dose-only effect, or effect the other way, or a change in a side signal; inactive = no such curve, though single readings can be large or run the other way; the % refers to the polarisation;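 also: polarization taken with two DNA probes labelled with fluorescein and Texas red; potency is read from the fitted curve at half-maximal effect; % of control where 0% means no effect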
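His-tagged ERG Ets domain (1 uM in the protein solution; 300mM KCl, 50mM Tris-HCl, 1mM EDTA, 1mM DTT, pH 7.5) received compound, then a probe mix of 5 nM fluorescein-DNA and 100nM Texas-615-DNA. Fluorescence polarization was read for both dyes.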
Apoferritin bind: qHTS Assay for Identification of Novel General Anesthetics. Ferritin light chain (Equus caballus), P02791. apoferritin/1-aminoanthracene competitive binding, fluorescence. Potency, µM (doses to about 77.5 µM), without a hit: at the highest dose activity change, negative = displacement, most hits filed as inhibitors. actives 0.074% (n = 350,000); also: potency is read from the fitted curve at half-maximal effect; % is scaled to controls: 0 for no effect and ±100 for the full control effect; nearly all actives have a fitted effect of over 20% in size
Target sequence (P02791 2-175 limits assumed): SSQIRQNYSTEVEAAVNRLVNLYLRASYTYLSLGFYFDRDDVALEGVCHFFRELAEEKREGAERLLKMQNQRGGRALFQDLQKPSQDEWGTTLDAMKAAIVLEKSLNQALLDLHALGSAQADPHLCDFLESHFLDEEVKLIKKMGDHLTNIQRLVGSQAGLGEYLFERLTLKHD
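Probe: 1-aminoanthracene (50% saturated, PBS). Protein: horse-spleen apoferritin, 10 uM. Incubation: 10 min, room temperature. Detection: 380 nm excitation, 535 nm emission. Analysis: normalized response, four-parameter Hill.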
ALOX12 inh: Primary qHTS assay for inhibitors of human arachidonate 12S-lipoxygenase (ALOX12): Round 2. purified 12hLO, xylenol orange hydroperoxide absorbance. Potency, µM (doses to about 108 µM), for the others: at the highest dose activity change, negative = inhibition, most hits filed as inhibitors. Polyunsaturated fatty acid lipoxygenase ALOX12 (Homo sapiens), P18054. actives 1.1% (n = 580,000); also: potency is read from the fitted curve at half-maximal effect; % is scaled to controls: 0 for no effect and ±100 for the full control effect
Target sequence (P18054 whole entry, looked up): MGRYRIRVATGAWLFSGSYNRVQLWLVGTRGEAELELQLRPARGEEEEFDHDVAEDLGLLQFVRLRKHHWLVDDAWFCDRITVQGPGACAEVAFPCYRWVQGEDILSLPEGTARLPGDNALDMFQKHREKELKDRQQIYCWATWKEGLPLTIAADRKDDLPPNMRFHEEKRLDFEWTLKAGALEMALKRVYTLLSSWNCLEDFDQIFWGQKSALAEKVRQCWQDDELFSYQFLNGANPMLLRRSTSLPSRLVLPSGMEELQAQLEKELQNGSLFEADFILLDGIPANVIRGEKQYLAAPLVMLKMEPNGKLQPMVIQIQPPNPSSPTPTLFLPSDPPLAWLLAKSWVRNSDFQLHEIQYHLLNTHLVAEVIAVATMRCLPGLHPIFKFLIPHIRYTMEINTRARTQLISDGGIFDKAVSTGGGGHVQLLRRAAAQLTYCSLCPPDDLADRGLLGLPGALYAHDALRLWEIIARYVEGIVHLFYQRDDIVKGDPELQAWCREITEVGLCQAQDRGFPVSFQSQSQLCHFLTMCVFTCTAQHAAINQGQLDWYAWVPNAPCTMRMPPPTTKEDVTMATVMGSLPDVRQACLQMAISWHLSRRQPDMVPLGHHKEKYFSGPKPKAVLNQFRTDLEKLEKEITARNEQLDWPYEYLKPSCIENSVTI
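Purified human 12hLO at 150 nM in 25 mM Hepes, 0.01% Triton X-100, pH 7.0, preincubated 15 min at room temperature with compound. Reaction started with 40 uM arachidonic acid, 30 min at room temperature. Hydroperoxide measured by Fe-xylenol orange, 573/405 nm absorbance ratio.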
RGS4 inhibitor: Inhibitors of Regulator of G Protein Signaling (RGS) 4: qHTS. Regulator of G-protein signaling 4 (Homo sapiens), P49798. Transcreener GDP fluorescence polarization, RGS4-accelerated GTP hydrolysis. Potency, µM (doses to about 114 µM), without a hit: top-dose activity change, negative = inhibition, usual class: inhibitors. actives 0.039% (n = 390,000); also: potency is read from the fitted curve at half-maximal effect; % is scaled to controls: 0 for no effect and ±100 for the full control effect; nearly all actives have a fitted effect of over 75% in size; some results filed as inactive show a strong effect at the top dose
Target sequence (P49798 whole entry, looked up): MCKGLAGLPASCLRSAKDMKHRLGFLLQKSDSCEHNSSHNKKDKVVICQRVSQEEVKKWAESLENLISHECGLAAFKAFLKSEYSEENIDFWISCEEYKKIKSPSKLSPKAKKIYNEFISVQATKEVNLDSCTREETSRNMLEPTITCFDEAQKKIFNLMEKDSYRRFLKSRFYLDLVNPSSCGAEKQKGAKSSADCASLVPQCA
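MLSMR compounds (23 nl, pin-transferred) preincubated 10 min at room temperature with a 500nM (2x) first reagent, then RGS4 at 900nM (2x) plus Transcreener GDP mix added; fluorescence polarization (620/688 nm) read before and after 90 min at 30 °C.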
LDHA inh: qHTS assay for inhibitors of human lactate dehydrogenase | L-lactate dehydrogenase A chain (Homo sapiens), P00338 | actives 0.15% (n = 480,000) | purified LDHA, NADH/diaphorase-resazurin fluorescence; hits give low values | activity change, % (values are at about 110 or 230 µM); in the data active = activity change below about -30%; inconclusive = mostly about -25% to -30%;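 also: plate controls were DMSO wells for no effect and wells without enzyme for full effect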
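Human LDH5 (2 nM) was incubated with 0.06 mM NADH and 0.2 mM pyruvate for 5 min at room temperature in Tris pH 7.4. Remaining NADH was coupled through diaphorase/resazurin, and resorufin fluorescence was read at 0 and 20 min.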
POLB inh: qHTS Assay for Inhibitors of DNA Polymerase Beta; P06746; Pol beta primer extension/strand displacement, fluorescence kinetic; Potency, µM (top dose mostly 114 µM), without a hit: top-dose activity change, negative = inhibition, most hits filed as inhibitors; actives 1.3% (n = 340,000); AID 485314, 2010; also: potency is read from the fitted curve at half-maximal effect; % is scaled to controls: 0 for no effect and ±100 for the full control effect
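Curves were derived by four-parameter Hill fits of normalized qHTS data. The kinetic fluorescent primer-extension read was taken at 0 and 10 min after 50 nM substrate, following a 15 min room-temperature preincubation of 10 nM enzyme with compounds.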
The depositor's hits bear a star; ? = inconclusive; . = not tested or not shown; & = joins results of further samples; [ ] = dose if it differs, or a comment. Unless noted, calls follow the shape of the dose curve; as a rule, active = well fitted curve in the direction sought with a large enough effect; inconclusive = small, poorly fitted or top-dose-only effect, or another doubt; inactive = no such curve, though single readings can be large; an effect the other way counts as inactive or inconclusive. The list is partial. The share of hits here may be higher or lower than overall.

Values run as follows: POLK inh | APE1 inh | Pol eta inh | ERG-DNA inh | Apoferritin bind | ALOX12 inh | RGS4 inhibitor | LDHA inh | POLB inh
- C=CCn1c(SCC(=O)NC2CC2)nc2sc(CC)cc2c1=O
→ -3% | -2% | -23% | -9% | 0% | -3% | -78%[56.9 µM] | -1 | 0%
- O=C(COc1cccnc1[N+](=O)[O-])N1CCN(S(=O)(=O)c2ccc3ccccc3c2)CC1
→ -11% | 9% | 0% | 9% | -5% | ? | -1% | -7 | 46%
- COC(=O)c1ccc(-c2noc(CN(C)Cc3ccncc3C)n2)cc1
→ -11% | -1% | -3% | 9% | -13% | 3% | -7% | -4 | 34%[activator]
- CCOC(=O)c1c(C)[nH]c(C)c1C(=O)COC(=O)[C@@H](NC(=O)c1ccco1)C(C)C
→ -15% | 17% | -17% | 7% | . | -9% | -17% | -1 | .
- CC(=O)N1CCc2cc(NS(=O)(=O)c3cccs3)ccc21
→ -2% | 0% | -4% | -7% | -19% | 0% | 31% | -3 | -1%
- COc1ccc(CN(Cc2ccc(C(=O)O)cc2)C(=S)Nc2ccccc2F)cc1OC
→ 5% | 15% | -6% | -21% | -2% | -3% | -11% | 0 | 21%
- Cc1ccc(C(=O)NCCSc2ccccc2)cc1S(=O)(=O)Nc1ccccc1
→ -10% | -2% | -7% | -1% | 3% | 21% | 6% | 6 | 8%
- CCN1C(=O)NC(c2ccccc2)(c2ccccc2)C1=O
→ 7% | . | -10% | 1% | . | 185%[activator] | -11% | -1 | .
- CCOc1ncccc1C(=O)OCc1cc(=O)oc2c(C)c(C)ccc12
→ -12% | -2% | -17% | -3% | -13% | -16% | 10% | -9 | 10%
- Cc1ccc(S(=O)(=O)NC(=O)c2ccccc2)cc1C(C)C
→ -5% | 5% | -1% | -10% | -19% | -8% | 42% | -13 | 20%
- CC(=O)Nc1ccc(NC(=O)Cn2cc3c(n2)CCCCC3)cc1
→ 4% | . | -11% | 6% | -24% | -13% | -6% | 0 | 23%
- O=c1nc(SCc2c(F)cccc2Cl)nc(-c2ccc(Cl)cc2)[nH]1
→ -1% | 2% | 89µM* | 12% | -1% | -3% | 17% | -13 | 3%
- COc1ccc(CNC(=O)COC(=O)c2ccc(C(=O)c3ccccc3)cc2)cc1
→ -5% | 9% | -20% | -4% | . | 3% | -37% | -5 | .
- COc1ccc(/C=C2\SC(=S)N(CCC(=O)N3CCOCC3)C2=O)cc1
→ 3% | -3% | -17% | 5% | -7% | 11% | -5% | -10 | -9%
- COCCn1c(SCC(=O)c2cc(C)n(C)c2C)nc2ccccc2c1=O
→ -2% | -1% | -10% | -1% | -9% | -4% | ? | -7 | -1%
- CCc1ccc(-n2nc(CO)c(C(=O)NC(C)c3ccc(Cl)cc3)n2)cc1 (stereo not given)
→ 7% | . | -15% | -1% | -17% | -7% | 11% | 0 | 9%
- CCOC(=O)C1CCN(Cc2cccc(Oc3ccccc3)c2)CC1
→ -4% | 17% | -22% | -5% | -9% | ? | -14% | -15 | 1%
- CCCc1nc2oc3ccccc3c(=O)c2c(=O)n1CCCOC
→ 8% | 4% | -14% | -5% | 2% | -45% | -13% | -2 | 7%
- Cc1ccc(S(=O)(=O)N2CCN(C(=O)c3ccc(S(=O)(=O)N4CCCC4)cc3)CC2)cc1
→ -4% | 32% | -7% | -1% | -3% | 1% | 14% | -14 | -8%
- COc1ccc2c(c1)c(=O)c(C(=O)c1ccc(C)cc1)cn2Cc1ccccc1F
→ -6% | . | 5% | -7% | ? | 4% | -6% | -3 | -7%
- CN(Cc1ccc(-n2cccn2)cc1)C(=O)c1cnn2c1NC(c1ccco1)CC2C(F)(F)F (stereo not given)
→ -7% | -9% | -11% | 2% | -3% | 246%[activator] | -21% | -2 | -1%
- O=C(CSc1nc2ccccc2s1)Nc1ccc2c(c1)OCO2
→ -17% | 1% | -9% | -5% | -21% | -5% | -2% | -2 | 19%
- Nc1[nH][nH]c(=O)c1N=Nc1cccc(Cl)c1
→ -6% | 3% | -17% | -16% | ? | ? | -21% | 0 | -8%
- O=C(Nc1cccs1)Nc1ccc(Br)cc1F
→ 5% | 7% | 0% | -3% | 2% | ? | -20% | -1 | -18%
- O=C(COC(=O)c1cnccn1)c1ccc(-c2ccccc2)cc1
→ 1% | 4% | -18% | 7% | . | ? | -20% | -3 | .
- COCCCNC(=S)NNC(=O)c1cccnc1
→ -8% | 3% | -6% | 9% | -8% | 6% | -42% | -2 | 0%
- O=C(NCCCNC(=O)c1cccs1)c1cccs1
→ -14% | 19% | -12% | -6% | -3% | -27% | -79%[11.4 µM] | -2 | 11%
- CCOC(=O)Cn1c(=O)oc2cc(S(=O)(=O)NC(C)c3ccccc3)ccc21 (stereo not given)
→ -9%&7% | 2% | -15%&-3% | -3%&-6% | -6%&-9% | 5%&28% | -11%&4% | -9&-3 | -11%&0%
- COc1ccc2oc(C(=O)N3CCN(S(=O)(=O)c4c(C)c(C)cc(C)c4C)CC3)c(C)c2c1
→ -2% | . | -22% | -5% | . | 21% | 10% | 2 | .
- Cc1ccc(S(=O)(=O)NCCc2nnc3ccc(SCC(=O)Nc4c(C)cc(C)cc4C)nn23)cc1
→ 4% | . | -20% | 1% | -8% | ? | 9% | -4 | 12%
- Cc1ccccc1OC1CCN(C(=O)c2cc(COc3ccccc3)on2)CC1
→ -10% | -21% | -15% | -2% | 57%[activator] | 0% | -2% | 0 | 14%
- Cc1ccc(C)c(C(C)NC(=O)c2ccncc2)c1 (stereo not given)
→ -18% | -8% | 2% | -9% | -3% | 9% | 28% | -2 | -13%
- Cc1nnc(SCCn2c(N3CCCCC3)nc3c2c(=O)[nH]c(=O)n3C)s1
→ -9% | -5% | -1% | -10% | -2% | 9% | 10% | -2 | -18%
- Cc1cccc(-c2oc3ccccc3c2C#CCCCCO)c1
→ -11% | -22% | ? | -3% | -6% | ? | 1% | 4 | 1%
- N#Cc1cccc(Oc2ccc(-c3cnc4ccccc4n3)cc2)c1C#N
→ -18% | 17% | -11% | -6% | -12% | -22% | 15% | -5 | 2%
- Cc1ccc(NC(=O)C(c2ccccc2)N2CCN(CC(=O)NC3CC3)CC2)cc1Cl (stereo not given)
→ -6% | 6% | -4% | -2% | . | -5% | 4% | -4 | .
- CCOC(=O)C1(Cc2cccc(OC)c2)CCN(C/C=C/c2ccccc2)CC1
→ 8% | 0% | -9% | 1% | -16% | -27% | -2% | 0 | 1%
- CCC(CC)C(=O)c1c[nH]c(C(=O)O)c1
→ -9% | -5% | 5% | 10% | -1% | -19% | -20% | -5 | 8%
- CCC(C)OC(=O)C(C)Oc1ccc(-c2ccccc2)cc1 (stereo not given)
→ -11% | 2% | -11% | -4% | -9% | -2% | -13% | 0 | 6%
- COCCCNC(=O)CSc1nc2sc(C(=O)OC)c(C)c2c(=O)n1N
→ 8% | 4% | -8% | 2% | -1% | 6% | -13% | -1 | 14%

Some of the entries so far, comma-delimited.
SMILES,POLK inh,APE1 inh,Pol eta inh,ERG-DNA inh,Apoferritin bind,ALOX12 inh,RGS4 inhibitor,LDHA inh,POLB inh
Cc1ccc(C)c(C(C)NC(=O)c2ccncc2)c1 (stereo not given),-18%,-8%,2%,-9%,-3%,9%,28%,-2,-13%
Cc1nnc(SCCn2c(N3CCCCC3)nc3c2c(=O)[nH]c(=O)n3C)s1,-9%,-5%,-1%,-10%,-2%,9%,10%,-2,-18%
Cc1cccc(-c2oc3ccccc3c2C#CCCCCO)c1,-11%,-22%,?,-3%,-6%,?,1%,4,1%
N#Cc1cccc(Oc2ccc(-c3cnc4ccccc4n3)cc2)c1C#N,-18%,17%,-11%,-6%,-12%,-22%,15%,-5,2%

Next compounds follow:
Values run as follows: POLK inh | APE1 inh | Pol eta inh | ERG-DNA inh | Apoferritin bind | ALOX12 inh | RGS4 inhibitor | LDHA inh | POLB inh
- CC1(C)CC(=O)C2=C(C1)Nc1ccccc1NC2c1cc(Cl)ccc1O (stereo not given)
→ -4% | 12% | -12% | 1% | -6% | -19% | -15% | 0 | 25%
- COc1ccc2nc(NC(=O)c3ccc(-n4nc(C)cc4C)cc3)sc2c1
→ -4% | 1% | -2% | 11% | ? | 276%[activator] | -1% | -8 | 66%
- COc1ccc(OC)c(NC(=O)Cn2cc(S(=O)(=O)c3ccccc3)c(=O)c3cc(C)ccc32)c1
→ -2% | . | -16% | 5% | -1% | -17% | 8% | 1 | 19%
- CN(C)c1ccc(CNC(=O)CCNS(=O)(=O)c2cc(Br)cnc2N)cc1
→ -6% | -9% | -10% | 4% | 4% | . | -25%[56.9 µM] | -1 | 14%
